# Growth percent in the NCI-60 one-dose screen (48 h, 10 µM unless noted): 100 = growth as untreated, 0 = no growth, -100 = all killed.
# K-562 = K-562 leukemia; 7.4% of 78,000 active; AID 1794777
# MDA-MB-231 = MDA-MB-231 breast cancer; 5% of 81,000 active; AID 1794789
# MDA-MB-468 = MDA-MB-468 breast cancer. 8.5% of 78,000 active
# MOLT-4 = MOLT-4 leukemia cells; 6.9% of 80,000 active
# RPMI-8226 = RPMI-8226 leukemia cells; 7.5% of 77,000 active; AID 1794781
# MDA-MB-435 = MDA-MB-435 melanoma; AID 1794794; 7.8% of 82,000 active
# CCRF-CEM = CCRF-CEM leukemia; 7% of 77,000 active
# SR = SR leukemia cells; 8.7% of 73,000 active
# Numbers without * were called inactive; . = not tested or not shown. How the source made its calls: active means growth percent below 10; inactive means the rest. Not a hit list; 16% or so of the library scored in one or more.
SMILES,K-562,MDA-MB-231,MDA-MB-468,MOLT-4,RPMI-8226,MDA-MB-435,CCRF-CEM,SR
COc1cc2c(cc1OCCCOC1=C=C=C(c3ccc4c(c3)c3cc(-c5ccc(OCCCOc6cc7c(cc6OC)C(=O)N6CCC[C@H]6C=N7)cc5)ccc3n4S(=O)(=O)c3ccc(C)cc3)C=C1)N=C[C@@H]1CCCN1C2=O,8.4*,23.3,-17.0*,-11.6*,17.9,44.5,40.3,-74.0*
CC1=C(CN(CC(=O)O)CC(=O)O)C(=O)C(C(C)C)=C/C1=C(\c1ccccc1S(=O)(=O)O)c1cc(C(C)C)c(O)c(CN(CC(=O)O)CC(=O)O)c1C,104.8,111.5,106.8,92.5,100.6,86.9,99.7,85.4
COc1ccc(C(=O)c2cc3c(N)c(C(=O)Nc4ccc(Cl)cc4)sc3nc2C)cc1,31.1,81.2,76.7,82.6,74.6,57.2,73.9,36.4
CCOC(=O)NC(=S)c1ccc[nH]1,131.3,100.5,104.4,128.5,84.3,97.8,95.2,.
Cn1cc2c(c1)-c1ncncc1CC2,127.8,100.9,99.9,102.3,123.4,110.9,138.7,.
O=S(=O)(Nc1ccc(-n2cnc3cc(-c4ccc(O)cc4)ccc32)cc1)C1CC1,59.8,84.3,111.1,72.0,79.8,87.7,79.4,.
NC(=O)C(NN=C(c1ccccc1)c1ccccc1)c1ccccc1 (configuration not stated),98.5,95.0,109.8,81.6,99.1,108.0,92.8,100.3
CCNC(=O)N1CCc2cc(OC)c(OCCc3ccc(OC)cc3)cc2C1c1ccc(OC)cc1C (configuration not stated),16.5,19.7,12.6,21.2,13.6,11.4,36.3,4.4*
O=C(CSC1=Nc2c(c(-c3ccccc3)c(-c3ccccc3)n2C2CCCCC2)C2=NCCN12)c1ccccc1,70.8,82.8,93.1,83.5,84.3,103.0,86.3,99.5
CC(C)CCOC(=O)Nc1cccc(Cl)c1,99.0,97.3,103.3,95.7,104.8,100.1,102.2,95.9
N/C(=N\S(=O)(=O)c1ccc2oc(=O)ccc2c1)Nc1nc2ccccc2s1,94.1,103.8,89.6,102.0,93.5,101.4,103.7,.
N#Cc1nc2c3ccccc3[nH]c2c2[nH]c3ccccc3c2c1=O,51.8,66.7,40.9,44.1,67.1,22.0,63.2,58.4
Cn1c(SCC(=O)c2ccc(Br)cc2)nc2ccccc2c1=O,85.2,94.9,89.9,99.0,77.7,102.6,91.9,89.6
CCC(C)COC(=O)c1ccc([N+](=O)[O-])cc1 (configuration not stated),98.8,115.1,92.6,107.1,107.0,108.5,105.3,102.5
Clc1ccccc1-c1nc2ccccc2s1,115.9,99.7,95.9,81.9,98.2,106.2,95.0,.
O=[N+]([O-])c1cccc(-c2nnc3c(/C=C/c4ccc(Br)cc4)nc4ccccc4n23)c1,91.2,105.4,110.7,93.0,104.8,99.1,102.2,91.0
O=C(O)CCC(NC(=O)OCc1ccccc1)C(=O)O (configuration not stated),96.6,97.0,101.4,105.5,107.2,103.7,101.1,97.5
CCCCC(O)(c1ccc(Cl)cc1)C(CN1CCOCC1)c1ccc(Cl)cc1 (configuration not stated),17.9,35.8,24.7,6.3*,18.5,26.2,22.3,5.3*
Nc1nc(N)c(N=Nc2ccc(S(N)(=O)=O)cc2)cc1N=Nc1ccccc1,76.3,89.2,68.6,68.1,86.4,91.2,73.7,79.4
CCN(CC)c1ccc(C2=NN(C(C)=O)C(c3cccc(NS(C)(=O)=O)c3)C2)cc1 (configuration not stated),.,82.3,71.1,77.0,.,85.4,97.2,70.5
CC(C)(C)CC(C)(C)Nc1c(-c2ccc(C(F)(F)F)cc2)nc2cnccn12,65.6,86.0,100.0,68.5,62.9,98.8,85.8,59.8
OCCOc1ccccc1-c1ccccc1,97.7,103.9,104.3,91.0,112.3,107.4,101.8,106.1
Cc1ccc(CNc2ccc3nc(NC(=O)CN4CCCCC4)sc3c2)cc1,50.0,94.4,64.4,71.0,62.1,92.2,70.6,68.2
O=[N+]([O-])c1ccc(Cl)c(Nc2n[nH]c(-c3ccccc3)n2)c1,83.3,75.8,84.8,84.3,73.7,99.2,88.0,.
CC(=O)CC(=O)NCCCN1CCCCCC1,104.8,122.0,109.5,89.3,100.5,98.9,98.2,82.4
CCc1cc2c(c3c1C(=O)CC3)C(C)(C)CCC2,114.3,104.4,83.1,.,95.7,97.4,90.1,80.9
Cc1cc(Cl)nc(N2CCN(CC(=O)Nc3ccc4c(ccn4Cc4ccccc4)c3)CC2)n1,77.4,100.4,96.8,83.0,99.4,101.1,94.9,98.7
Cc1ccc(O)c(C=O)c1,94.1,90.2,105.7,90.1,104.7,100.1,124.6,85.8
CS(=O)(=O)N1CCCCC1CCN1CCCCC1 (configuration not stated),95.1,110.8,104.2,85.7,104.8,110.0,100.1,92.1
N#C/C(=C/C=C/c1cccc(Cl)c1)S(=O)c1ccccc1 (configuration not stated),2.1*,-57.6*,-46.0*,-0.8*,-13.4*,-35.4*,.,1.4*
Cn1ccc(N)nc1=O,105.6,123.7,.,94.7,99.4,111.5,97.0,94.3
O=S(=O)(NCCNc1nccc(-c2c(-c3cccc(O)c3)nc3sccn23)n1)c1ccccc1,36.8,62.4,66.3,46.5,60.6,25.5,40.9,23.2
c1ccc(-c2c(-c3ccccc3)[n+](Cc3ccc4ccccc4c3)c(-c3ccc(-c4nc5ccccc5s4)cc3)n2Cc2ccc3ccccc3c2)cc1,-25.2*,-84.3*,-77.8*,-51.9*,-40.5*,-76.9*,-14.8*,.
COc1cc(OC)c2sc(-c3ccc(-n4cncc4-c4cc(OC)c(OC)c(OC)c4)cc3)nc2c1,45.7,54.4,43.5,32.1,27.3,35.2,56.6,17.3
N#C/C(=C\c1ccc(-c2cc(Cl)ccc2Cl)o1)c1ccc(Cl)cc1,96.5,85.8,115.4,105.2,98.8,99.7,105.5,101.4
O=C(/C=C/Nc1ccccc1)c1cc2ccccc2oc1=O,105.7,83.2,72.8,114.5,88.9,105.6,94.9,96.2
O=C1NC(=S)S/C1=C\N1N=C(c2ccc(Cl)cc2)CC1c1ccc(F)cc1 (configuration not stated),59.8,80.9,92.3,45.1,69.7,97.2,65.5,46.9
O=C(NCc1ccc(Cl)cc1Cl)C1CCC(=O)N1c1cncs1 (configuration not stated),95.2,107.4,111.3,91.3,105.3,100.5,102.6,79.7
Oc1cc(CNC2CCCCC2)c(O)cc1CNC1CCCCC1,87.3,68.7,97.4,90.9,.,109.0,93.5,.
C=C1C(=O)O[C@H]2[C@H]1CC/C(COC(=O)NCc1[nH]nc3ccccc13)=C\CC[C@@]1(C)O[C@@H]21,2.3*,49.1,20.4,-12.7*,-10.2*,37.3,-6.2*,4.4*
O=C(OCCCOC(=O)c1cccc2c(=O)c3ccccc3[nH]c12)c1cccc2c(=O)c3ccccc3[nH]c12,100.6,102.8,101.7,101.0,101.4,104.6,105.3,108.7
Nc1c(C(=O)Nc2cccc(C(F)(F)F)c2)sc2nc3c(cc12)C(=O)CCC3,83.2,96.8,57.7,.,67.5,69.5,.,83.8
Cc1c(C(=O)N[C@H]2CCCN(Cc3ccccc3)C2)[nH]c2ccc(Cl)cc2c1=O,90.8,96.3,57.8,88.1,71.4,99.8,83.9,79.6
CCCCOC(=O)/C=C/c1ccc2c(OC)cc(/C=C/C(=O)OCCCC)c3c2c1C(=O)N(CCCC)C3=O,70.3,91.2,100.8,81.4,48.0,94.7,52.3,.
CCOC(=O)C1CCCNC1=O (configuration not stated),114.6,113.5,114.2,106.4,104.2,105.4,111.5,.
C=CC(=O)NCCCNc1nc(Cl)nc2cc(OC)c(OC)cc12,.,135.3,117.8,.,92.0,87.2,101.2,.
CC1(C)N=C(N)N=C(N)N1c1cccc(CN)c1,116.4,98.8,84.8,95.1,99.9,104.1,96.5,105.3
Nc1ncnc2sc(-c3ccc(N4CCOCC4)nc3)c(-c3ccccc3)c12,86.7,78.0,81.6,77.6,74.5,105.1,96.0,.
O=[N+]([O-])c1cc(Br)c2c(c1)CCN2,90.5,107.5,93.7,86.6,90.9,104.7,91.6,88.9
O=C(NCCCn1ccnc1)OCc1nc2nc(Cl)nc(N3CCOCC3)c2[nH]1,101.4,99.5,103.6,107.8,96.7,106.6,101.1,100.8
CC1CCc2c(sc3nc(Nc4ccccc4)sc(=O)c23)C1 (configuration not stated),102.0,96.6,108.8,95.3,116.6,96.4,95.7,97.5
O=C(O)c1ccc(-c2nn(-c3ccc(C(F)(F)F)cc3)cc2CNc2cccc(Br)c2)cc1,78.8,104.2,119.7,90.0,68.0,98.4,82.5,87.1
N#Cc1c(-c2ccccc2)nc(SCC(=O)Nc2nc(-c3ccccc3)cs2)[nH]c1=O,89.0,89.4,89.4,84.7,86.1,104.2,93.1,.
COc1cc(N(C)C)ccc1/C=C/C(=O)c1cc(C(=O)c2ccc(Br)cc2)n2ccc(C)cc12,89.2,103.7,96.8,90.2,103.0,109.5,96.8,100.3
Cc1ccc2c(n1)C(=O)C(Cl)=C(Nc1ccc(S(=O)(=O)Nc3cc(C)on3)cc1)C2=O,107.7,103.8,113.3,104.3,113.5,103.3,101.7,88.9
COc1ccc2nccc(C=O)c2c1,40.8,91.6,82.6,114.9,69.3,80.1,15.2,105.0
Ic1ccc2oc3ccccc3c2c1,97.6,121.2,114.9,96.7,107.9,107.2,101.8,102.0
COc1cc(C2NC(=S)NC(C)=C2C(=O)OC(C)C)cc(OC)c1OC (configuration not stated),97.3,97.5,104.7,105.0,102.7,129.2,83.6,.
Nc1ccc(-c2ccncc2)cc1NC(=O)N1CCCC1,102.1,119.9,94.2,87.0,82.2,96.3,88.1,91.8
CN(CCO)c1oc(-c2ccccc2)nc1[P+](c1ccccc1)(c1ccccc1)c1ccccc1,9.9*,-6.8*,-55.9*,13.4,7.8*,2.5*,9.9*,5.2*
# Other results follow.
SMILES,K-562,MDA-MB-231,MDA-MB-468,MOLT-4,RPMI-8226,MDA-MB-435,CCRF-CEM,SR
CCOC(=O)/C(C)=N/N,103.2,113.7,114.7,107.9,103.7,115.9,92.7,98.6
Cc1ccc(NC(=O)CS(=O)(=O)c2nc3ccccc3nc2C)cc1,107.2,82.5,104.3,100.8,99.7,109.2,107.6,109.0
CC(C(=O)Nc1cccnc1)c1ccc(Nc2ccnc(C(F)(F)F)c2)cc1 (configuration not stated),78.0,100.8,105.3,90.4,70.1,93.4,84.1,93.2
C#COC(CC)CCCCC (configuration not stated),109.9,95.2,102.0,96.0,91.4,113.0,83.1,92.9
CC[C@]12C=CCN3CC[C@@]4(c5ccc(OC)cc5N(C)[C@H]4[C@@](O)(C(=O)OC)[C@@H]1OC(=O)CCCBr)[C@@H]32,79.7,90.6,95.7,76.1,91.4,104.3,99.8,98.4
Brc1ccccc1C[n+]1cccc2ccccc21,92.9,93.1,36.3,104.5,96.4,92.4,90.1,.
Cc1ccc2nc(Cl)c(CNc3ccc(F)cc3)cc2c1,.,96.0,102.3,.,85.6,102.9,89.4,.
CCN(CC)C(=O)c1ccccn1,104.9,99.8,101.3,102.6,100.7,109.7,102.5,98.0
CCC1(CC)CC1C#N (configuration not stated),93.4,114.2,103.1,85.2,110.6,96.9,.,98.3
CSc1ccc(/C(=N/NC(N)=S)c2ccc(Cl)cc2)cc1,106.4,107.8,116.2,106.8,100.5,103.2,103.6,105.7
O=C(CNC(=O)Nc1ccc(C2=NCCN2)cc1)Nc1ccc(C2=NCCN2)cc1,.,103.3,117.0,97.5,105.1,107.7,102.1,102.5
CCCCC(O)C(F)(F)Cl (configuration not stated),97.7,111.0,104.3,90.5,93.6,104.0,.,82.0
CC(=O)c1ccc(N=C2N=c3ccccc3=C/C2=C\c2c(O)[nH]c(=S)[nH]c2=O)cc1,92.6,85.1,97.8,91.2,96.6,99.4,93.2,89.3

# Compounds from the list above with an NH in an aromatic ring:
SMILES,K-562,MDA-MB-231,MDA-MB-468,MOLT-4,RPMI-8226,MDA-MB-435,CCRF-CEM,SR
CCOC(=O)NC(=S)c1ccc[nH]1,131.3,100.5,104.4,128.5,84.3,97.8,95.2,.
N#Cc1nc2c3ccccc3[nH]c2c2[nH]c3ccccc3c2c1=O,51.8,66.7,40.9,44.1,67.1,22.0,63.2,58.4
O=[N+]([O-])c1ccc(Cl)c(Nc2n[nH]c(-c3ccccc3)n2)c1,83.3,75.8,84.8,84.3,73.7,99.2,88.0,.
C=C1C(=O)O[C@H]2[C@H]1CC/C(COC(=O)NCc1[nH]nc3ccccc13)=C\CC[C@@]1(C)O[C@@H]21,2.3*,49.1,20.4,-12.7*,-10.2*,37.3,-6.2*,4.4*
O=C(OCCCOC(=O)c1cccc2c(=O)c3ccccc3[nH]c12)c1cccc2c(=O)c3ccccc3[nH]c12,100.6,102.8,101.7,101.0,101.4,104.6,105.3,108.7
Cc1c(C(=O)N[C@H]2CCCN(Cc3ccccc3)C2)[nH]c2ccc(Cl)cc2c1=O,90.8,96.3,57.8,88.1,71.4,99.8,83.9,79.6
O=C(NCCCn1ccnc1)OCc1nc2nc(Cl)nc(N3CCOCC3)c2[nH]1,101.4,99.5,103.6,107.8,96.7,106.6,101.1,100.8
N#Cc1c(-c2ccccc2)nc(SCC(=O)Nc2nc(-c3ccccc3)cs2)[nH]c1=O,89.0,89.4,89.4,84.7,86.1,104.2,93.1,.
CC(=O)c1ccc(N=C2N=c3ccccc3=C/C2=C\c2c(O)[nH]c(=S)[nH]c2=O)cc1,92.6,85.1,97.8,91.2,96.6,99.4,93.2,89.3

# Screening data deposited in PubChem by NCI.
